Screening data: PubChem BioAssay, Sanford-Burnham Center for Chemical Genomics
NTR1 ag – agonists of NTR1, primary screen, imaging, U2OS cells, beta-arrestin-GFP, high content (AID 493036); NTR1-U2OS beta-arrestin-GFP spot imaging, agonist mode; activation, % at 20 µM; Neurotensin receptor type 1 (Homo sapiens), P30989; 0.17% of 330,000 active;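 active = activation at or above 40% of the spot to cytoplasm intensity ratio, with at least 20 cells analyzed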;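 note: 0% = DMSO without peptide and 100% = 100 nM NTR1 peptide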
Target sequence (P30989 whole entry, looked up): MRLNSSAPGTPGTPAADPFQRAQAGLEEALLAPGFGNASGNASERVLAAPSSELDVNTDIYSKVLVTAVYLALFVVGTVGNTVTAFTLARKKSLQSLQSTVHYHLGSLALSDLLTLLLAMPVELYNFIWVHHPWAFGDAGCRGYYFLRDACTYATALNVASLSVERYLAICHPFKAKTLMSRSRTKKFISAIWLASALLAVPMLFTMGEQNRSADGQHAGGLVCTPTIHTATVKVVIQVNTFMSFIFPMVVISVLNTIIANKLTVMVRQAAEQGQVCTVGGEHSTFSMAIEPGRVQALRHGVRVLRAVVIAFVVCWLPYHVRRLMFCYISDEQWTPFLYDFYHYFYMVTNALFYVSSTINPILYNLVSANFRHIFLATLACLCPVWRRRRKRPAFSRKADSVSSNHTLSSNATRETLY
NTR1 ag cell count 20 µM – recorded beside NTR1 ag, whose call it bears; cell count; measured here: cell count, cytotoxicity flag
* marks the source's active call; other numbers are inactive results. A portion of the library, so the mix of outcomes need not match the whole.

Preview:
SMILES	NTR1 ag	NTR1 ag cell count 20 µM
Cc1c(C(=O)Nc2cccc(S(=O)(=O)N3CCOCC3)c2)oc2ccccc12	1.0	61
CCCCCC#CCN1CCN(C23CC4CC(CC(C4)C2)C3)CC1	2.5	62
COc1ccc(CNC(=O)COC(=O)Cc2ccc(Br)cc2)cc1	-0.6	64
Cc1ccc(SCC(=O)OC(C)C(=O)N2CCc3ccccc32)cc1 (stereo unspecified)	-1.9	45
C[C@H](N)C(=O)NC[C@H]1O[C@@H](n2cnc3c(N)ncnc32)[C@H](O)[C@@H]1O	1.5	58
NC1=NC(=O)/C(=C/C=C/c2cccs2)S1	0.4	76
CN(Cc1ccccc1)C(=O)c1ccc(NC(=O)Cc2cccc(NC(=O)C3CCCN(C(=O)C4CCCCC4)C3)c2)cc1 (stereo unspecified)	0.3	60
CCOc1ccc(NS(=O)(=O)c2cc(C(=O)NCCCN3CCCC3=O)ccc2C)cc1	2.1	61
COc1ccc2c(c1)C1OCCC1C(c1ccco1)N2 (stereo unspecified)	1.1	71
CCOCCn1ccc2c(OCC(=O)Nc3ccccc3F)cccc2c1=O	1.4	69
COc1ccc(OC)c(S(=O)(=O)Oc2ccc(N)c3ccccc23)c1	-1.1	37
CC(C)CC1NC(=O)c2ccc(Cl)cc2-n2c1nc1ccc(F)cc1c2=O (stereo unspecified)	1.4	61
CCOc1ccccc1C(=O)NCC(=O)OCCCOC(=O)CNC(=O)c1ccccc1OCC	0.4	55
CCCCc1ccc(NC(=O)CSc2nc(=O)n3cc(C)ccc3n2)cc1	6.7	56
O=C(CCCOc1ccccc1)NNC(=O)c1ccc(Cl)cc1	0.1	62

The listing, repeating the preview:
SMILES	NTR1 ag	NTR1 ag cell count 20 µM
Cc1c(C(=O)Nc2cccc(S(=O)(=O)N3CCOCC3)c2)oc2ccccc12	1.0	61
CCCCCC#CCN1CCN(C23CC4CC(CC(C4)C2)C3)CC1	2.5	62
COc1ccc(CNC(=O)COC(=O)Cc2ccc(Br)cc2)cc1	-0.6	64
Cc1ccc(SCC(=O)OC(C)C(=O)N2CCc3ccccc32)cc1 (stereo unspecified)	-1.9	45
C[C@H](N)C(=O)NC[C@H]1O[C@@H](n2cnc3c(N)ncnc32)[C@H](O)[C@@H]1O	1.5	58
NC1=NC(=O)/C(=C/C=C/c2cccs2)S1	0.4	76
CN(Cc1ccccc1)C(=O)c1ccc(NC(=O)Cc2cccc(NC(=O)C3CCCN(C(=O)C4CCCCC4)C3)c2)cc1 (stereo unspecified)	0.3	60
CCOc1ccc(NS(=O)(=O)c2cc(C(=O)NCCCN3CCCC3=O)ccc2C)cc1	2.1	61
COc1ccc2c(c1)C1OCCC1C(c1ccco1)N2 (stereo unspecified)	1.1	71
CCOCCn1ccc2c(OCC(=O)Nc3ccccc3F)cccc2c1=O	1.4	69
COc1ccc(OC)c(S(=O)(=O)Oc2ccc(N)c3ccccc23)c1	-1.1	37
CC(C)CC1NC(=O)c2ccc(Cl)cc2-n2c1nc1ccc(F)cc1c2=O (stereo unspecified)	1.4	61
CCOc1ccccc1C(=O)NCC(=O)OCCCOC(=O)CNC(=O)c1ccccc1OCC	0.4	55
CCCCc1ccc(NC(=O)CSc2nc(=O)n3cc(C)ccc3n2)cc1	6.7	56
O=C(CCCOc1ccccc1)NNC(=O)c1ccc(Cl)cc1	0.1	62
CCCN(C(=O)c1cccc(-n2cccc2)c1)c1c(N)n(Cc2ccccc2)c(=O)[nH]c1=O	0.1	55
CC(=O)N1CCN(C(=O)COC(=O)c2ccc(S(C)(=O)=O)cc2)CC1	-1.1	53
CC(=O)NC(CC(=O)NNC(=O)COc1c(C)cccc1C)c1ccccc1 (stereo unspecified)	-0.2	51
Cc1cccc(CSc2nc3ccccc3c(=O)n2C)c1	3.5	57
COc1ccccc1C(=O)NC(=O)COC(=O)Cn1cnc2c1c(=O)n(C)c(=O)n2C	-1.4	58
COc1cc(N)c(Cl)cc1C(=O)OCC(=O)c1ccc2c(c1)NC(=O)CO2	2.8	68
CC(=O)c1ccc(NC(=O)C(C)Sc2nnc(-c3ccncc3)n2C2CC2)cc1 (stereo unspecified)	0.2	50
Cc1cc(C(=O)OCC(=O)Nc2cc(Cl)ccc2C)c(C)o1	1.0	47
CCN(CC)CCn1c2c(c(SCC(=O)Nc3nc(C)cs3)nc1=O)CCC2	0.7	60
C[C@H](CO)N1C[C@H](C)[C@@H](CN(C)S(=O)(=O)c2ccc(F)cc2)Oc2ccc(NS(=O)(=O)c3ccc(F)cc3)cc2C1=O	6.7	45
Cc1sc2nc(CSCC(=O)NC3CCCCC3)[nH]c(=O)c2c1C	0.4	53
COc1ccc(CCC(=O)OCC(=O)Nc2c(C)n(C)n(-c3ccccc3)c2=O)cc1	-2.0	87
O=C(NCC(c1ccco1)N1CCN(c2ccc(F)cc2)CC1)c1ccco1 (stereo unspecified)	-0.5	62
COc1ccc(CC(=O)OCC(=O)N(CC(C)C)c2c(N)n(Cc3ccccc3)c(=O)[nH]c2=O)cc1	0.8	55
COc1ccc(C(=O)OCC(=O)NC2CC2)cc1S(=O)(=O)Nc1ccc(C)cc1	-3.4	51
Cn1c(COc2ccc(Cl)cc2)nnc1SCC(=O)NC1CC1	-1.9	57
COc1ccc(NC(=O)Nc2ccc3c(c2)C(=O)N([C@H](C)CO)C[C@H](C)[C@@H](CN(C)C(=O)Nc2ccc(OC)cc2)O3)cc1	-1.7	75
Cc1cc(C)c(NC(=O)COC(=O)C23CC4CC(CC(O)(C4)C2)C3)c(Cl)c1	2.8	48
CC(C)C(=O)N[C@@H]1c2ccccc2CC[C@H]1OCc1ccccc1	0.8	58
NC(=O)c1ccccc1NC(=O)c1cccc(C(=O)Nc2ccccc2C(N)=O)n1	1.1	69
COc1ccc(OC)c(S(=O)(=O)Nc2cc3c4c(c2)C(C)C(=O)N4CCC3)c1 (stereo unspecified)	0.0	63
COc1ccccc1NC(=O)COC(=O)c1cc2c(s1)CCC2	7.9	66
O=C(COc1cccc2c1CCNC2=O)Nc1cccc(C(F)(F)F)c1	3.7	67
CCN1CCN(c2ccc(S(=O)(=O)N3CCOCC3)cc2NC(=O)c2sccc2C)CC1	-0.4	53
CC(=O)Nc1ccc(NC(=O)COC(=O)c2cc(S(=O)(=O)N3CCCC3)ccc2O)cc1	2.4	65
COc1ccc(/C=C2\Oc3ccccc3C2=O)cc1	0.5	69
CCOc1ccc(C(=O)NNC(=O)CCNC(=O)c2ccc(Br)cc2)cc1OC	-1.2	59
COc1ccc(O)c(C(=O)c2cnn(C(=O)c3cccc(S(=O)(=O)N(C)C)c3)c2)c1	6.4	43
O=C(NCCS(=O)(=O)N1CCN(c2ccccc2)CC1)c1ccccc1F	3.5	60
COc1ccc(NC(=O)CN(C)CC(=O)N(C)C2(C#N)CCC(C)CC2)cc1 (stereo unspecified)	0.5	52
CC(Nc1ccc2ccccc2c1)C(=O)N/N=C/c1ccncc1 (stereo unspecified)	0.1	63
COc1ccc(-c2csc3ncnc(N4CCN(S(=O)(=O)c5cccs5)CC4)c23)cc1	13.3	50
c1ccc(-c2sc3ccccc3c2-c2ccc(OCCN3CCOCC3)cc2)cc1	2.7	61
Cc1ccc(NC(=O)CSc2nccn(-c3ccc4c(c3)OCCO4)c2=O)cc1	1.1	74
COc1cc(SC)ccc1C(=O)OCC(=O)N1CCN(C(C)=O)CC1	2.0	77
CCN(C(=O)COC(=O)c1ccc2c(c1)OCO2)c1c(N)n(Cc2ccccc2)c(=O)[nH]c1=O	1.9	51
COc1ccc(S(=O)(=O)N2CCN(C(=O)Cc3ccsc3)CC2)cc1	-0.9	65
COc1cccc(CC(=O)OCC(=O)NNC(=O)c2ccc(Br)cc2)c1	0.7	54
Cc1cccc2cc3ccccc3nc12	1.5	48
O=C1C=C(c2ccc3c(c2)oc2ccccc23)C[C@@H](c2ccc3c(c2)OCO3)C1	-0.9	42
CCCCc1nnc(NC(=O)CN2C(=O)C3CCCCC3C2=O)s1 (stereo unspecified)	-0.3	62
Nc1c(C(=O)Nc2ccc3c(c2)OCCO3)nnn1Cc1ccc(Cl)cc1	-0.1	65
COc1cc(Cl)c(C)cc1NC(=O)CCN1C(=O)NC(C)(C)C1=O	1.1	70
COc1ccccc1CNC(=O)CSC(=S)N1CCCC1	0.4	58
O=C(COC(=O)/C=C/c1ccccc1)Nc1ccc2c(c1)OCCO2	-0.3	85

Single records (already shown). Order of screens: NTR1 ag	NTR1 ag cell count 20 µM
Shown for CC(Nc1ccc2ccccc2c1)C(=O)N/N=C/c1ccncc1 (stereo unspecified) = 0.1	63
Shown for Cc1ccc(NC(=O)CSc2nccn(-c3ccc4c(c3)OCCO4)c2=O)cc1 = 1.1	74

Next part
SMILES	NTR1 ag	NTR1 ag cell count 20 µM
CCN(CC(=O)Nc1ccc(NC(C)=O)cc1)C(=O)c1sc2nc3n(c(=O)c2c1C)CCC3	-1.9	52
CCCCc1nnc(NC(=O)CCS(=O)(=O)c2ccc(C)cc2)s1	0.9	61
CCOc1ccccc1OCCC(=O)OCC(=O)Nc1c(C)nn(-c2ccccc2)c1C	1.7	54
O=C(CN1CCN(S(=O)(=O)c2ccccc2)CC1)Nc1ccccc1C(=O)NC1CC1	1.3	50
CCN1CCN(C(=O)C(C)Sc2nc3nc(C)cc(C)n3n2)CC1 (stereo unspecified)	-1.9	68
CCCCc1nnc(NC(=O)CCS(=O)(=O)c2ccc(Cl)cc2)s1	0.9	77
COc1ccc(S(=O)(=O)N2CCCCC2)cc1NC(=O)C1CC(=O)N(Cc2ccco2)C1 (stereo unspecified)	-1.2	67
Cc1ccc(S(=O)(=O)CCC(=O)OCC(=O)N2c3ccccc3NC(=O)C2(C)C)cc1	2.5	59
Nc1cc(C(=O)OCC(=O)N2CCC(Cc3ccccc3)CC2)ccc1Cl	5.0	77
CC(C)c1ccc(C(=O)COC(=O)C(O)c2ccccc2)cc1 (stereo unspecified)	2.4	64
COc1ccc2cc(C=NS(=O)(=O)c3ccc(C)cc3)n(C)c2c1	0.0	70
Cc1ccc(NC(=O)c2c(F)cccc2Cl)cc1S(=O)(=O)N1CCOCC1	1.7	57
CCOc1ccccc1N1CCN(c2nc3ccccc3nc2C(C#N)C(=O)OC(C)C)CC1 (stereo unspecified)	0.0	63
CC(=O)c1ccc(-c2ccc(C(=O)NCC(c3ccc(F)cc3)N3CCOCC3)o2)cc1 (stereo unspecified)	1.6	73
COc1ccccc1CNC(=O)COC(=O)c1cccc(S(=O)(=O)N2CCOCC2)c1	-0.3	57
C[C@H](CO)N1C[C@H](C)[C@@H](CN(C)S(=O)(=O)c2ccccc2)Oc2ccc(NC(=O)Nc3ccc4c(c3)OCO4)cc2C1=O	-0.7	68
O=C(COC(=O)/C=C/c1ccco1)NCc1ccc(Cl)cc1Cl	3.3	49
COc1ccc(-c2coc3cc(OC4OC(CO)C(O)C(O)C4O)cc(O)c3c2=O)cc1 (stereo unspecified)	-0.9	84
CC(=O)c1c(C)[nH]c(C(=O)OCC(=O)Nc2ccc3[nH]c(=O)[nH]c3c2)c1C	-1.0	77
CCC1CCCCN1Cc1c(O)ccc2c(=O)c(-c3ccccc3OC)coc12 (stereo unspecified)	1.0	59
CC1CCCCC12NC(=O)N(CC(=O)Nc1ccc3[nH]c(=O)[nH]c3c1)C2=O (stereo unspecified)	-0.1	56
COc1cccc(NC(=O)CN(C)C(=O)c2c(C)nn(CC(C)C)c2Cl)c1	-2.4	59
O=C(COC(=O)c1ccc(Cl)nc1)Nc1ccc2c(c1)CCC2	-0.5	54
Cc1ccc(S(=O)(=O)NC(CC(C)C)C(=O)N2CCCCCCC2)cc1 (stereo unspecified)	1.3	71
CC[C@]12c3[nH]c4ccccc4c3CCN1C(=O)C(CC(=O)NCC13CC4CC(CC(C4)C1)C3)C[C@@H]2C(=O)N1CCN(C(=O)c2ccco2)CC1 (stereo partly specified)	7.3	66
Cc1ccc(C(=O)NCC(=O)OCN2C(=O)c3ccccc3C2=O)cc1C	-0.3	53
CCc1ccc(NC(=O)CSc2nccn(-c3ccc4c(c3)OCCO4)c2=O)cc1	0.1	63
CCCn1nc(C(=O)NNC(=O)c2ccc(OC(F)F)cc2)c2ccccc2c1=O	-0.9	54
N#CCC(=O)Nc1ccc(C(=O)OCC(=O)NC2CCCc3ccccc32)cc1 (stereo unspecified)	-1.6	55
O=C(COC(=O)Cn1nc(-c2ccccc2)oc1=O)Nc1ccc(F)cc1	-1.4	58
CCOc1ccc(NC(=O)CN(C)C(=O)c2cn(-c3ccc(F)cc3)nc2-c2cccc(OC)c2)cc1OCC	8.9	61
COc1ccc(C(=O)NCC(=O)OCC(=O)c2c(C)[nH]c3ccccc23)cc1OC	5.3	57
CC(C(=O)N1CCCCC1)N1CCN(S(=O)(=O)c2ccc(Cl)cc2)CC1 (stereo unspecified)	4.3	51
Cc1ccccc1C(=O)N[C@H](C(=O)OCC(=O)NC1CC1)C(C)C	-2.6	59
O=C(CN1C(=O)NC2(CCCCC2)C1=O)Nc1ccc2[nH]c(=O)[nH]c2c1	-2.7	63
CCS(=O)c1ccccc1C(=O)OC(C)C(=O)Nc1ccc(S(=O)(=O)N2CCCC2)cc1 (stereo unspecified)	0.4	53
CCCCn1c(N)c(N(CCC(C)C)C(=O)CCN2C(=O)C3CC=CCC3C2=O)c(=O)[nH]c1=O (stereo unspecified)	1.4	57
OC(c1ccccc1)(c1ccccc1)C1CCN(C(=S)Nc2ccc(F)cc2)CC1	4.9	66
Cc1ccsc1C(=O)OC(C)C(=O)Nc1ccc(Cl)cn1 (stereo unspecified)	0.3	45
Cc1nnc(SCC(=O)NNC(=O)c2ccco2)s1	1.0	78
O=C(C1CCC1)N1CCN(S(=O)(=O)c2ccc(Br)cc2Cl)CC1	4.6	63
Cc1ccc(S(=O)(=O)N(C)c2ccc(OC(=O)c3cccs3)cc2)cc1C	0.3	71
COc1ccc2ccc(OCC(=O)Nc3cc(C)on3)cc2c1	2.4	67
CC(=O)N1c2ccc(F)c(F)c2C[C@H]1C	0.5	58
C(/C=C/c1ccccn1)=C\c1ccccc1	0.2	49
COc1ccc(S(=O)(=O)N2CCCCC2)cc1NC(=O)c1ccc(Cl)nc1	-1.6	64
Cc1ccc(C(=O)OCC(=O)NCc2cccc(Cl)c2)cc1S(=O)(=O)N1CCCCC1	1.9	71
